Bioassay records as filed in PubChem.
14-3-3g Raf = modulators of 14-3-3 gamma protein binding, primary screen, biochemical, fluorescence polarization; FP, 14-3-3gamma / TMR-pS259-Raf peptide binding; inhibition, % at 40 µM; hit rate 0.19% among 160,000; AID 422, 2006; in the data active = inhibition above about 30%;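 also: 0% = protein plus tracer without compound and 100% = blank with tracer alone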
Target sequence (P61981 whole entry, looked up): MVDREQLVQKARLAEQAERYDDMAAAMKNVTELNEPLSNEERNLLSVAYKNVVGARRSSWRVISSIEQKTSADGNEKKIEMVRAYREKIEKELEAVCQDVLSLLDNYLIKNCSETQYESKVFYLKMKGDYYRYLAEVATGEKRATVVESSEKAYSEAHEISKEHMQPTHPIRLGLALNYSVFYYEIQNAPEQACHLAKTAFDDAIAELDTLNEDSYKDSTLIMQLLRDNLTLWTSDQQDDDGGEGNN
Active calls of the source: *; & = joins results of further samples. This is a subset; count on the stated rates, not on these rows.

How did COCCN1Cc2cccc(C(=O)N3CCN(c4cc(C)ccc4C)CC3)c2C1=O do in these assays?
14-3-3g Raf: -19

Results for N#Cc1ccccc1NC(=O)CC1c2ccccc2Oc2ccccc21 ?
14-3-3g Raf: 1

Results for O=C(O)C1CSC2(CCN(Cc3ccccc3)CC2)N1 (stereo not drawn) ?
14-3-3g Raf: -5

Results for Cc1ccc(Nc2nc(C3(C)CC4(CC(C)OC4=O)C(=O)O3)cs2)cc1 (stereo not drawn) ?
14-3-3g Raf: 1

Results for CC(=O)N1c2c(cc(Br)cc2S(=O)(=O)N2CCN(c3cc(Cl)ccc3C)CC2)CC1C (stereo not drawn) ?
14-3-3g Raf: -3

How did COc1cc2[nH]c(=O)n(Cc3ccc(C(=O)N4CCN(C5CCCCC5)CC4)cc3)c(=O)c2cc1OC do in these assays?
14-3-3g Raf: -1

Results for COc1cc(NS(=O)(=O)c2ccc3[nH]c(=O)sc3c2)cc(OC)c1OC ?
14-3-3g Raf: 1

Results for O=C1CCCC2=C1C(c1ccc(Br)cc1)n1ncnc1N2 (stereo not drawn) ?
14-3-3g Raf: 3

How did CCOc1ccc(N=Cc2c(O)c(C(=O)Nc3ccccc3C)cc3ccccc23)cc1 do in these assays?
14-3-3g Raf: 80*

What do the screens show for `Cc1cc(N2CCC(C)CC2)nc2ccc(NC(=O)C3CC3)cc12`?
14-3-3g Raf: -50

Results for COc1ccccc1CNS(=O)(=O)c1cccnc1 ?
14-3-3g Raf: -12

How did CCCCNC(=O)CSc1nccn1Cc1ccccc1 do in these assays?
14-3-3g Raf: 3

Results for CC1(C)Cc2ccccc2C(C[N+](=O)[O-])=N1 ?
14-3-3g Raf: -13

How did O=C(Nc1c2c(nn1-c1ccc(Cl)cc1)CS(=O)(=O)C2)c1ccc(Br)cc1 do in these assays?
14-3-3g Raf: 3

Results for Cc1cc(C)c2oc(-c3ccc(NC(=O)c4ccc([N+](=O)[O-])cc4)cc3)nc2c1 ?
14-3-3g Raf: -2

Results for CC(=O)c1cccc(NC(=O)COc2ccccc2)c1 ?
14-3-3g Raf: 1

How did CCN(CC)CCCNC(=O)c1ccc2c(c1)NC(=O)C(N1CCCC1)S2 (stereo not drawn) do in these assays?
14-3-3g Raf: 1

What do the screens show for `O=C(Cn1ncc2c(=O)oc3ccccc3c21)Nc1cccc(C(F)(F)F)c1`?
14-3-3g Raf: -7

How did CS(=O)(=O)Nc1ccc(Cl)cc1C(=O)c1ccccc1 do in these assays?
14-3-3g Raf: -10

Results for COC(=O)C1=C(C(=O)OC)SC(=C2C(=S)C(C)(C)N(C(=O)C3CC3)c3ccc(OC)cc32)S1 ?
14-3-3g Raf: -4

What do the screens show for `Cc1ccc(Nc2nc(C(=O)N3CCC(C(=O)NCCN4CCOCC4)CC3)cs2)cc1`?
14-3-3g Raf: -8

How did COC(=O)CNC(=O)Cn1cnc2sc(C)c(S(=O)(=O)N3CC(C)CC(C)C3)c2c1=O (stereo not drawn) do in these assays?
14-3-3g Raf: -5

What do the screens show for `COc1ccc(CCNC(=O)c2cc(-c3cccc(Cl)c3)on2)cc1OC`?
14-3-3g Raf: -11

What do the screens show for `Cc1c(C(=O)NCC2CCCO2)oc2ccc3c(c12)C(=O)CC(C)(C)O3` (stereo not drawn)?
14-3-3g Raf: 1

Results for O=C1c2cccc3cccc(c23)C(=O)N1c1ccc2ncccc2c1 ?
14-3-3g Raf: 0

What do the screens show for `O=C(CCN1C(=O)c2ccc([N+](=O)[O-])cc2C1=O)Nc1c[nH]c(=O)[nH]c1=O`?
14-3-3g Raf: 2

How did COC(=O)Cc1c(C)nc2nc(-c3cccnc3)[nH]n2c1=O do in these assays?
14-3-3g Raf: -7

Results for O=C(Cn1cccc1)Nc1ccc(F)cc1F ?
14-3-3g Raf: -8

How did Cc1ccc(C(=O)Cn2c(NCCO)nc3ccccc32)cc1 do in these assays?
14-3-3g Raf: -4

Results for O=C(CSc1ccc(Cl)cc1)N1CCOCC1 ?
14-3-3g Raf: 8

Results for CC(=O)OC1CS(=O)(=O)CC1OC(C)=O (stereo not drawn) ?
14-3-3g Raf: -8

How did O=[N+]([O-])c1ccc(OCC(Br)C(Br)c2cccc([N+](=O)[O-])c2)cc1 (stereo not drawn) do in these assays?
14-3-3g Raf: -8

Results for COc1cc(OC)cc(N2C(=O)c3cc(N4CCOCC4)c([N+](=O)[O-])cc3C2=O)c1 ?
14-3-3g Raf: -9

Results for Cc1ccc(OCCn2nc3ccccc3n2)c(C)c1 ?
14-3-3g Raf: -10

What do the screens show for `O=C(NC1CCCC1)c1cc(-c2ccccn2)nc2ccc(S(=O)(=O)N3CCOCC3)cc12`?
14-3-3g Raf: -48

What do the screens show for `Nc1nonc1-c1noc(COc2ccc(I)cc2)n1`?
14-3-3g Raf: 5

How did COC(=O)C(NC=O)C12CC3CC(CC(C3)C1)C2 (stereo not drawn) do in these assays?
14-3-3g Raf: -8

Results for Cc1ccccc1C1Nc2ccc3ncccc3c2C2=C1C(=O)CC(C)(C)C2 (stereo not drawn) ?
14-3-3g Raf: 19

What do the screens show for `CC(C)N1C(=O)CCC1C(=O)N1CCN(c2cccc(Cl)c2)CC1` (stereo not drawn)?
14-3-3g Raf: -21

How did Cc1cc2c(cc(C(=O)OCC(=O)NCc3cccs3)n2C(C)C)o1 do in these assays?
14-3-3g Raf: -13

Results for Cc1ccc2c(c1)N(CCCC(=O)NCc1ccc(F)cc1)C(=O)CO2 ?
14-3-3g Raf: 1

What do the screens show for `Cc1ccccc1NC(=O)CCN1C(=O)C2CC=C(Cl)CC2C1=O` (stereo not drawn)?
14-3-3g Raf: -15

What do the screens show for `CCC(=O)N1CCc2cc(S(=O)(=O)Nc3c(CC)cccc3CC)ccc21`?
14-3-3g Raf: -2

How did COc1ccc(NC(=O)CSc2nc3nc(C)c(Cc4cc(C)ccc4C)c(C)n3n2)cc1OC do in these assays?
14-3-3g Raf: -8

How did CCCN1C(=O)C(O)(CC(=O)c2ccc(CC)cc2)c2cc(Br)ccc21 (stereo not drawn) do in these assays?
14-3-3g Raf: -3

What do the screens show for `Cc1cc(C)n(-c2nc3ccccc3nc2Nc2ccc3[nH]c(=O)[nH]c3c2)n1`?
14-3-3g Raf: -14

Results for Cc1cc(C)cc(OCC(=O)Nc2ccc(NC(=O)c3cccs3)cc2)c1 ?
14-3-3g Raf: -9

What do the screens show for `CCOC(=O)C1CCCN(CCC(=O)Nc2c(C(=O)OC)[nH]c3cc(OC)ccc23)C1` (stereo not drawn)?
14-3-3g Raf: -3

How did CCCCNC(=O)Cn1cnc2ccc(S(=O)(=O)N3CCC(C)CC3)cc2c1=O do in these assays?
14-3-3g Raf: -6

What do the screens show for `Cc1ccc(C(=O)C(C)Oc2cccc(N3C(=O)C4C5CCC(C5)C4C3=O)c2)cc1` (stereo not drawn)?
14-3-3g Raf: -4

How did COc1ccccc1NC(=O)c1ccccc1NS(=O)(=O)c1ccc(C)cc1 do in these assays?
14-3-3g Raf: -9

Results for Cc1[nH]nc(SCC(=O)NCCCN2CCOCC2)c1[N+](=O)[O-] ?
14-3-3g Raf: -2

How did O=C(c1ccc2c(=O)n(CC3CCCO3)c(=S)[nH]c2c1)N1CCN(c2ccc(F)cc2)CC1 (stereo not drawn) do in these assays?
14-3-3g Raf: 2

How did CCn1cc(/C=C(/C#N)S(=O)(=O)c2ccccc2)cn1 do in these assays?
14-3-3g Raf: -10

Results for Cc1ccc(Cl)cc1NC(=O)CCCOc1ccccc1 ?
14-3-3g Raf: -10

How did COc1ccc2oc(=O)c(C(=O)Nc3ccc(NC(C)=O)cc3)cc2c1 do in these assays?
14-3-3g Raf: -11

Results for O=C(O)CCN=C(NS(=O)(=O)c1ccccc1)c1ccccc1 ?
14-3-3g Raf: 8

Results for CC(=O)N1N=C(c2ccc(Br)cc2)CC1c1ccc2ncccc2c1 (stereo not drawn) ?
14-3-3g Raf: 0

What do the screens show for `Cc1ccc(S(=O)(=O)NCC(=O)NC2CCCCCC2)cc1`?
14-3-3g Raf: 8

Results for CCOc1ccccc1NC(=O)CN1C(=O)c2ccccc2C1=O ?
14-3-3g Raf: -6

Sorted by molar mass (falling): 15 of the compounds above
How did COc1ccc(NC(=O)CSc2nc3nc(C)c(Cc4cc(C)ccc4C)c(C)n3n2)cc1OC do in these assays?
14-3-3g Raf: -8

How did O=C(c1ccc2c(=O)n(CC3CCCO3)c(=S)[nH]c2c1)N1CCN(c2ccc(F)cc2)CC1 (stereo not drawn) do in these assays?
14-3-3g Raf: 2

What do the screens show for `CCOC(=O)C1CCCN(CCC(=O)Nc2c(C(=O)OC)[nH]c3cc(OC)ccc23)C1` (stereo not drawn)?
14-3-3g Raf: -3

How did CCCCNC(=O)Cn1cnc2ccc(S(=O)(=O)N3CCC(C)CC3)cc2c1=O do in these assays?
14-3-3g Raf: -6

How did CCCN1C(=O)C(O)(CC(=O)c2ccc(CC)cc2)c2cc(Br)ccc21 (stereo not drawn) do in these assays?
14-3-3g Raf: -3

What do the screens show for `Cc1ccc(C(=O)C(C)Oc2cccc(N3C(=O)C4C5CCC(C5)C4C3=O)c2)cc1` (stereo not drawn)?
14-3-3g Raf: -4

How did COc1ccccc1NC(=O)c1ccccc1NS(=O)(=O)c1ccc(C)cc1 do in these assays?
14-3-3g Raf: -9

Results for CC(=O)N1N=C(c2ccc(Br)cc2)CC1c1ccc2ncccc2c1 (stereo not drawn) ?
14-3-3g Raf: 0

Results for Cc1cc(C)cc(OCC(=O)Nc2ccc(NC(=O)c3cccs3)cc2)c1 ?
14-3-3g Raf: -9

What do the screens show for `Cc1cc(C)n(-c2nc3ccccc3nc2Nc2ccc3[nH]c(=O)[nH]c3c2)n1`?
14-3-3g Raf: -14

How did COc1ccc2oc(=O)c(C(=O)Nc3ccc(NC(C)=O)cc3)cc2c1 do in these assays?
14-3-3g Raf: -11

Results for O=C(O)CCN=C(NS(=O)(=O)c1ccccc1)c1ccccc1 ?
14-3-3g Raf: 8

Results for CCOc1ccccc1NC(=O)CN1C(=O)c2ccccc2C1=O ?
14-3-3g Raf: -6

Results for Cc1ccc(Cl)cc1NC(=O)CCCOc1ccccc1 ?
14-3-3g Raf: -10

How did CCn1cc(/C=C(/C#N)S(=O)(=O)c2ccccc2)cn1 do in these assays?
14-3-3g Raf: -10

Going on with the list:
What do the screens show for `Fc1ccc(CN2CCCCCCC2)cc1F`?
14-3-3g Raf: 7

What do the screens show for `O=[N+]([O-])c1cccc(S(=O)(=O)NCC2CC3CCC2C3)c1` (stereo not drawn)?
14-3-3g Raf: -11

How did CC1CCC2C(=O)N(c3cccc4ccccc34)C(=O)C2C1 (stereo not drawn) do in these assays?
14-3-3g Raf: -6

How did COc1ccccc1N1C(=O)CC(N2CCN(c3ccc([N+](=O)[O-])cc3)CC2)C1=O (stereo not drawn) do in these assays?
14-3-3g Raf: -8

What do the screens show for `N#Cc1nc(COc2ccccc2F)oc1NCCc1ccccc1`?
14-3-3g Raf: 2

How did CC(=O)N1CCc2cc(Br)cc(S(=O)(=O)N3CCCC(C)C3)c21 (stereo not drawn) do in these assays?
14-3-3g Raf: -1

Results for Cc1nc(CN2CCN(C(=O)NC3(c4ccccc4)CC3)CC2)cs1 ?
14-3-3g Raf: -1

How did CC(=O)c1cccc(NC(=O)c2cnn3ccccc23)c1 do in these assays?
14-3-3g Raf: -5

Results for CCOc1ccccc1NC(=O)CSc1nc2c([nH]c3ccccc32)c(=O)n1-c1ccccc1 ?
14-3-3g Raf: 3

What do the screens show for `COCCNC(=O)C1CCN(S(=O)(=O)N2CCCCC2)CC1`?
14-3-3g Raf: -9

Of the compounds above, these contain a COOH group:
Results for O=C(O)C1CSC2(CCN(Cc3ccccc3)CC2)N1 (stereo not drawn) ?
14-3-3g Raf: -5

Results for O=C(O)CCN=C(NS(=O)(=O)c1ccccc1)c1ccccc1 ?
14-3-3g Raf: 8

Additional compounds follow.
Results for COC(=O)c1sc2ccccc2c1NC(=O)c1ccccc1Br ?
14-3-3g Raf: 5

What do the screens show for `CCOc1ccc(-c2cc(C(=O)NCC3CCCN3CC)c3ccccc3n2)cc1` (stereo not drawn)?
14-3-3g Raf: -3

Results for CCC(C)NS(=O)(=O)c1c(C)cc(C)cc1C (stereo not drawn) ?
14-3-3g Raf: 0

What do the screens show for `COc1ccc(C(=O)CC(Nc2ccc(F)cc2)c2ccc(Cl)cc2)cc1` (stereo not drawn)?
14-3-3g Raf: -5

Results for O=C(COC(=O)c1cccs1)NCc1ccccc1 ?
14-3-3g Raf: -2

How did COc1ccc(Cl)cc1NC(=O)CN(C1CCCCC1)S(C)(=O)=O do in these assays?
14-3-3g Raf: -2

What do the screens show for `Cc1ccc(NC(=O)CN(C)S(=O)(=O)c2cccs2)cc1C`?
14-3-3g Raf: -12

How did COc1cc2c(=O)n(Cc3ccco3)c(=O)n(CC(=O)Nc3cccc(F)c3)c2cc1OC do in these assays?
14-3-3g Raf: 4

How did O=C(c1ccc(Cl)cc1)N1CCCc2ccccc21 do in these assays?
14-3-3g Raf: -5

How did Clc1cnc(Cl)c(Cl)c1 do in these assays?
14-3-3g Raf: -3

What do the screens show for `COc1ccc(NC(=O)NS(=O)(=O)c2ccc(C)cc2)c(OC)c1`?
14-3-3g Raf: -10&-6

How did Cc1cc(N2CCC(C)CC2)nc2ccc(NC(=O)CCC(=O)NCC3CCCO3)cc12 (stereo not drawn) do in these assays?
14-3-3g Raf: 6

How did O=C(CSc1nc2ncccc2[nH]1)Nc1ccc(F)cc1 do in these assays?
14-3-3g Raf: -29

How did Cc1cc2c3c(c1)C1(C(=O)N3C(C)(C)CC2C)C(C#N)=C(N)Oc2n[nH]c(C)c21 (stereo not drawn) do in these assays?
14-3-3g Raf: -3

How did CC(c1ccco1)N(C(=O)COc1ccc(Cl)cc1Cl)c1ccccn1 (stereo not drawn) do in these assays?
14-3-3g Raf: -7

How did COC(=O)c1ccc(OCC(=O)Nc2nc(-c3ccc(Br)cc3)cs2)cc1 do in these assays?
14-3-3g Raf: -87

How did CS(=O)(=O)N1CCN(C(=O)C(Sc2ccccc2)c2ccccc2)CC1 (stereo not drawn) do in these assays?
14-3-3g Raf: -8

How did COc1cccc(NC(=O)Cn2cc3c(n2)CCCCC3)c1 do in these assays?
14-3-3g Raf: 5

What do the screens show for `CCN(CC)C(=O)Cn1cnc2sc(C(=O)Nc3ccc(C)c(F)c3)c(C)c2c1=O`?
14-3-3g Raf: -17

How did Cc1nn2c(-c3ccccc3)c(-c3ccccc3)nc2[nH]c1=O do in these assays?
14-3-3g Raf: -11

Results for CC(C)Cn1cnc2c1c(=O)n(CC(=O)Nc1ccc3c(c1)OCO3)c(=O)n2Cc1ccccc1 ?
14-3-3g Raf: 7
